High-throughput results from PubChem.
GLS inhibitor: inhibitors of human glutaminase (GLS). O94925. GLS enzymatic activity, qHTS titration. Potency, µM (titrated, usually from 45.5 µM), for the others: at the highest dose activity change, negative = inhibition, usual class: inhibitors. 410,000 tested, 0.21% active. AID 624170; active means well fitted inhibition curve with a large enough effect; inconclusive means small, poorly fitted or top-dose-only effect, or another doubt; inactive means no such curve, though single readings can be large or run the other way; further: potency means the concentration at half of the fitted maximal effect
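Read-out is an Amplex red fluorescence increase coupled through glutamate oxidase and HRP, measured before and after 30 min room-temperature incubation. hKGA is in 45 mM KH2PO4 (pH 8.2) with 0.02% Tween-20; glutamine added as 1mM solution.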
PI4K2A inh: PI4K2A (human) kinase inhibition; 420,000 tested, 0.13% active; purified PI4K2A, ADP-Glo luminescence, 1 h; active compounds read low; activity change, negative = inhibition, % at 76.9 µM; in the data active means activity change below about -50%; inconclusive means mostly about -30% to -49%;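 further: -100% = wells without enzyme as full effect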
Target sequence (Q9BTU6 whole entry, looked up): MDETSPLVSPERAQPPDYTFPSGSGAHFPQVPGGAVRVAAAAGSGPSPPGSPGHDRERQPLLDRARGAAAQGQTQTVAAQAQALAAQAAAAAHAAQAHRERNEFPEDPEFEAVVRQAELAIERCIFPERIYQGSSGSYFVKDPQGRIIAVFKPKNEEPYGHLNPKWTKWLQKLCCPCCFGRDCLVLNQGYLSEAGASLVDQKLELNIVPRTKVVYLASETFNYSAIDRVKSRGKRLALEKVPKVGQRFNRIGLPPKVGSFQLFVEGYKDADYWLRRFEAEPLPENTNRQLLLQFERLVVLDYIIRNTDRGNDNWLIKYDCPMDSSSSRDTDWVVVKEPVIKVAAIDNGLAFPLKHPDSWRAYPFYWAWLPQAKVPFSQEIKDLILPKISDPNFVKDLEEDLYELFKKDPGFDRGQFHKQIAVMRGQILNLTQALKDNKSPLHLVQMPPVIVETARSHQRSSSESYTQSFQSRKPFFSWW
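In this quantitative HTS, ADP production by PI4K2A was quantified luminescently after 1 h at ambient temperature; 100 microM adenosine served as plate-quality control.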
* marks the source's active call; other numbers are inactive results; ? = inconclusive; [ ] = dose if it differs, or a comment. Unless noted, on the % scale 0 is the no-effect control and ±100 the full control effect.

GLS inhibitor,PI4K2A inh,SMILES
2%,0,Cc1ccc(CNC(=O)Nc2nnc([C@@H]3C[C@H](O)[C@@H](CO)O3)s2)cc1
0%,-4,CC(O)(c1cccnc1)c1nc(-c2ccc(S(C)(=O)=O)cc2)cs1 (stereo not drawn)
5%,-2,O=C(Nc1cccc(F)c1)N1CCc2nc(NCc3cccc(Oc4ccccc4)c3)ncc2C1
4%,-1,CC1(C(=O)NS(=O)(=O)C2CC2)CCCN(C(=O)/C=C/c2ccccc2)C1 (stereo not drawn)
14%,0,Cc1cc(C)cc(CC(=O)N2CCC2(C)C(=O)NS(=O)(=O)c2cc(C)ccc2F)c1 (stereo not drawn)
3%,3,O=C(Nc1ccc2c(c1)OCCO2)C1c2ccccc2OCC(=O)N1Cc1ccccc1 (stereo not drawn)
-3%,1,CC(=O)Nc1cc(-c2ccccc2F)cn2c(-c3ccccc3)cnc12
14%,5,CCOC(=O)[C@]12CCC=C1N(CCC1=CCCCC1)C(=O)[C@H](CC(=O)NCCc1ccccc1OC)C2
0%,2,CN(Cc1ccccc1)C(=O)c1[nH]c(C(F)(F)F)nc1-c1ccccc1
-10%,11,CCOC(=O)[C@]12CCC=C1N(Cc1ccccc1)C(=O)[C@H](CC(=O)NCc1cccc3ccccc13)C2
3%,0,O=C1CCCCC(=O)[C@H](O)C[C@H](c2ccccc2)O1
-8%,2,CC(C)[C@@H]1O[C@H](CCc2ccccc2)CC2=C1C(=O)OC(C)(C)O2
-16%,1,O=C1c2ccccc2C(=O)N1CC(O)COc1cccc2ccccc12 (stereo not drawn)
5%,-1,CC1(C(=O)NCc2ccccc2)Cc2c(-c3ccccc3)ccnc2O1 (stereo not drawn)
-8%,5,COC(=O)[C@@]1(C(C)C)N=C(c2cc(OC)c(OC)c(OC)c2)[C@]2(O1)C(=O)Nc1ccccc12
-5%,-1,COc1cccc(NC(=O)C2(C)CCN2Cc2cccc(OC)c2F)c1 (stereo not drawn)
7%,0,COc1cc(Nc2ccn3nc(-c4ccc(F)cc4)cc3n2)cc(OC)c1OC
4%,0,CCOC(=O)[C@]12CCC=C1N(Cc1ccco1)C(=O)[C@H](CC(=O)N1CCN(C(=O)c3ccco3)CC1)C2
5%,0,CC(C)CNc1ncnc2c1ncn2[C@H]1CN(Cc2ccc(F)cc2)C[C@@H](CO)O1
-4%,2,OC[C@@H]1CN(Cc2ccc(F)cc2)C[C@H](n2cnc3c(N4CCCC4)ncnc32)O1
5%,-1,CC1(C(=O)NS(=O)(=O)c2cccc(C#N)c2)CCN1C(=O)CCc1ccccc1 (stereo not drawn)
6%,-3,CCNC(=O)C1(C)CCCN(C(=O)c2csc3ccccc23)C1 (stereo not drawn)
-2%,3,COc1c(C)cc(C(O)c2ncc(-c3ccccc3)[nH]2)cc1C (stereo not drawn)
-12%,-3,O=C(COc1ccc(CNC[C@H]2O[C@@H](n3ccc(=O)[nH]c3=O)[C@H](O)[C@@H]2O)cc1)Nc1ccccn1
11%,-3,CCCc1nc2c3ccccc3ccn2c1Cc1ccccc1
4%,2,CCCNC(=O)c1cc(C2CCCN(S(=O)(=O)c3cccs3)C2)on1 (stereo not drawn)
30%[activator],0,Cc1cccc(C)c1NC(=O)CN1CCN(c2ccc(F)cc2)CC1
1%,-2,COC(=O)[C@@]1(Cc2ccc(F)cc2)[C@H]2c3cc(C(=O)N(C)C)n(Cc4ccsc4Br)c3C[C@H]2CN1C(=O)c1ccccc1
13%,-2,O=C(NCc1ccncc1)[C@@H]1CCCN1C(=O)[C@H]1CCCN1C(=O)c1ccccc1
-8%,-8,CC(=O)Nc1cc(-c2ccccc2N(C)C)cn2c(-c3ccccc3)cnc12
-1%,-1,Cc1ccc2nc(CN(C)C(=O)[C@H]3O[C@@H](n4ccc(=O)[nH]c4=O)[C@H](O)[C@@H]3O)[nH]c2c1
10%,-1,CC(C)CNC(=O)C1(C)CCCN1C(=O)c1csnn1 (stereo not drawn)
-1%,2,COc1ccc(NC(=O)C2c3ccccc3OCC(=O)N2Cc2ccco2)cc1 (stereo not drawn)
9%,-3,NC(c1csc(Nc2cc(Oc3ccccc3)ncn2)n1)C1CCCCC1 (stereo not drawn)
0%,0,COc1ccc(C(O)c2ncc(-c3cccc(C(F)(F)F)c3)[nH]2)cc1F (stereo not drawn)
4%,-1,CCCNC(=O)C1(C)CCN(C(=O)COc2ccc(C(C)(C)C)cc2)C1 (stereo not drawn)
-10%,-13,COc1ccc(C(C)=O)cc1CN1C(=O)C(C)ON=C1c1ccccn1 (stereo not drawn)
-5%,4,C[C@H]1COc2cc(N3CCC[C@@H]3CO)ccc2S(=O)(=O)N1
14%,-1,O=C(Nc1ccc(N2CCOCC2)cc1)c1csc(COCCO)n1
-3%,0,CCCNC(=O)C1(C)CCCN(C/C=C/c2ccccc2)C1 (stereo not drawn)
17%,7,N#C/C(=C\c1cccn1S(=O)(=O)c1cccc(C#N)c1)S(=O)(=O)c1ccc(F)cc1
5%,-2,CCOC(=O)C1(C)CCN1C(=O)c1csnn1 (stereo not drawn)
5%,-1,CCOc1ccc(Cl)cc1-c1cc(C(=O)NC(C)C)[nH]n1
-11%,2,O=C1CCCCCCC(=O)[C@H](O)C[C@H](c2ccccc2)O1
10%,-5,CCCc1nc2c(Cl)cc(C(F)(F)F)cn2c1Cc1ccc(OC)cc1C
10%,-1,C[C@@H]1CN([C@H](C)CO)C(=O)c2cc(NC(=O)Nc3ccc(F)cc3)ccc2O[C@@H](C)CCCCO[C@H]1CN(C)S(=O)(=O)c1ccc(Cl)cc1
0%,1,Cc1cccnc1C(NC(=O)C1CCN(Cc2ccc(Cl)cc2)CC1)c1ccccc1 (stereo not drawn)
17%,7,O=C(NC(c1ccccc1)c1ccsc1)C1CCN(Cc2ccccc2)CC1 (stereo not drawn)
13%,-2,CCOc1ccc2nc(S(=O)(=O)NC(=O)C3(C)CCN3C(=O)CCc3cccs3)sc2c1 (stereo not drawn)
-19%,2,CNC(=O)OCc1nc(SC2CCCCO2)n(C)c1COC(=O)NC (stereo not drawn)

Given with values under each structure: part of the list above.
The line under a structure holds: GLS inhibitor, PI4K2A inh
O=C(Nc1ccc(N2CCOCC2)cc1)c1csc(COCCO)n1
  14%, -1
CCCNC(=O)C1(C)CCCN(C/C=C/c2ccccc2)C1 (stereo not drawn)
  -3%, 0

Continued.
GLS inhibitor,PI4K2A inh,SMILES
-14%,-14,Cc1cc2nc(-c3ccco3)c(Cc3ccccc3C(F)(F)F)n2c(C)c1Br
10%,1,Cn1ccc2c(-c3ccc(F)cc3)cc3c(c21)C1CCC3C1 (stereo not drawn)
12%,-8,Cc1ccc(NC(=O)c2cc(-c3cc(F)ccc3OCC3CCCO3)n[nH]2)cc1NS(C)(=O)=O (stereo not drawn)
12%,0,COc1cc(CNC(=O)Nc2nc(C(N)CCc3ccccc3)cs2)cc(OC)c1OC (stereo not drawn)
-1%,2,FC(F)C(F)(F)Oc1cccc(Nc2nccn3c(-c4ccc5ccccc5c4)cnc23)c1
-20%,6,CCOC(=O)C1(C)CCN1C(=O)c1cc(C)oc1C (stereo not drawn)
10%,-1,COc1cccc(-c2cnc3c(NC(C)=O)cc(-c4cccc(NS(C)(=O)=O)c4)cn23)c1
-18%,9,CCOC(=O)[C@]12CCC=C1N(Cc1ccc(Cl)cc1Cl)C(=O)[C@H](CC(=O)N1CCSCC1)C2
-12%,2,COc1ccccc1Cc1c(-c2ccc(Cl)cc2)nc2c3ccccc3ccn12
-22%,5,N#Cc1c(Cl)cccc1N1CCSCC1
2%,0,COC(=O)C1CCN(C2CN(C3CCCCC3)S(=O)(=O)C2)CC1 (stereo not drawn)
0%,-1,CCCCNC(=O)C1(C)CCCCN1Cc1ccc(OCc2ccccc2)cc1 (stereo not drawn)
-1%,-2,Fc1ccc(-c2nc3ccc(Cl)cn3c2Cc2ccsc2)cc1
12%,-3,CC(O)C(NC(=O)OCc1ccccc1)C(=O)NCC(=O)NCC(=O)OCc1ccccc1 (stereo not drawn)
?,-4,CC(=O)c1cccc(-c2cnc3c(NC=O)cc(-c4ccc(C(=O)N5CCOCC5)cc4)cn23)c1
6%,4,CSc1ccc(NC(=O)C2(C)CCN2C(=O)c2cc(C)n(C)n2)cc1 (stereo not drawn)
3%,-9,Cc1ccc(-c2nc3ccc(C)cn3c2Cc2ccsc2)cc1
11%,2,CC(C)C[C@H]1CNC(=S)N1C[C@H]1CCCN1C[C@H](Cc1ccc(O)cc1)N1C[C@H](Cc2ccccc2)N(CCc2ccccc2)C1=S
4%,-7,O=C(NCc1ccncc1)[C@@H]1CCCN1C(=O)[C@H]1CCCN1
-17%,1,O=C(C[n+]1cccc(C(=O)Nc2ccccc2)c1)c1ccccc1
-14%,0,COc1cccc(CNC(=O)[C@@H]2CCCN2C(=O)OC(C)(C)C)c1
-5%,-4,COC(=O)[C@]12CCCCC=C1N(Cc1cccc3ccccc13)C(=O)[C@H](CC(=O)N1CCSCC1)C2
-16%,0,CC(=O)c1cccc(NC(=O)C2Cc3c(-c4ccco4)ccnc3O2)c1 (stereo not drawn)
-9%,-5,CCCCCCCCN1C(=O)[C@H](CC(=O)N2CCCCC2)C[C@@]2(C(=O)OCC)CCCC=C12
1%,-8,CCc1nc2ccc(C(=O)NCCN3CCNC3=O)cn2c1N(CCC(C)C)CCN(C)C
7%,1,Cc1cc(C)c(C#N)c(Sc2nc(C)c([N+](=O)[O-])c(C)c2C#N)n1
0%,-2,CCc1nc2ccc(C(=O)NCc3ccccc3OC)cn2c1N(C=O)CCC(C)C
-22%,-2,CC(C)(C)CN1C(=O)C(=O)NC[C@@H]1CC1CCCCC1
3%,-26,COc1ccccc1Cc1c(-c2ccco2)nc2cc(C)c(Br)c(C)n12
6%,1,CC(C)N(C)c1ncnc2c1ncn2[C@H]1CN(Cc2ccc(F)cc2)C[C@@H](CO)O1
?,12,Cc1cc2nc(-c3cccc(Br)c3)c(Cc3ccccc3)n2c(C)c1Br
-5%,-3,O=C1NC[C@H](CCCCN2C[C@@H](Cc3ccccc3)N(CCC3CCCCC3)C(=O)C2=O)N(CCC2CCCCC2)C1=O
14%,-3,COc1cccc(CN2CCC(C)(Oc3cccc(Cl)c3)C2)c1OC (stereo not drawn)
2%,-2,CC(=O)c1cccc(-c2ccnc3c2CC(C(=O)Nc2cccc(C(F)(F)F)c2)O3)c1 (stereo not drawn)
5%,1,CCNC(=O)C1(C)CCN(C(=O)CCc2ccccc2)C1 (stereo not drawn)
16%,1,COc1ccc(CNC(=O)N2CCc3nc(Nc4cc(OC)c(OC)c(OC)c4)ncc3C2)cc1
9%,-2,C[C@@H](c1ccccc1)N1C[C@H](COCc2ccccc2)Oc2cc(N3CCC[C@H]3C(N)=O)ccc2S1(=O)=O
5%,-1,COC(=O)c1ccc(CC2(C)C(=O)Nc3ccc(-c4cccc(C(F)(F)F)c4)cc32)o1 (stereo not drawn)
5%,-3,O=C(Nc1ccc(Cl)c(C(F)(F)F)c1)C1Cc2c(-c3ccccc3)ccnc2O1 (stereo not drawn)
7%,-7,O=C1CCCN1CCCNc1nc(NCc2cccs2)nc2ccsc12
-1%,-23,CCCC(=O)N1CCCC(c2cc(C(=O)Nc3ccccc3)no2)C1 (stereo not drawn)
4%,-2,CNc1cccc(-c2cc(OC)ccc2OC)n1
3%,-1,CCCCN(C=O)c1c(CC)nc2c(OCc3ccccc3C(=O)OC)cccn12
-1%,4,CCc1nc2ccc(C(=O)Nc3cccc(OCC(=O)N(C)C)c3)cn2c1N(C)C(=O)c1cccc(OC)c1
1%,2,CC(=O)Nc1ccc(-c2ccnc3c2CC(C(=O)Nc2cccc(C(C)=O)c2)O3)cc1 (stereo not drawn)
1%,-2,COC(=O)[C@@]1(C(C)C)N=C(c2cc(OC)c(OC)c(OC)c2)[C@]2(O1)C(=O)N(C)c1ccc(Cl)cc12
7%,0,O=C(NCc1ccccc1)[C@@H]1CCCN1C(=O)[C@@H]1CCCN1C(=O)c1ccc(Cl)cc1Cl
3%,-5,COc1cccc(Nc2nc(C(N)C3CCCCC3)cs2)n1 (stereo not drawn)
-1%,0,Cc1cccc(-c2cnc3cccnn23)c1
12%,-7,O=C(CC[C@H]1O[C@@H](n2ccc(=O)[nH]c2=O)[C@H](O)[C@@H]1O)NCc1ccccc1
2%,4,OC(c1ccc(Cl)c(Cl)c1)c1ncc(-c2ccc(Cl)cc2)[nH]1 (stereo not drawn)
13%,-7,Nc1[nH]c(C(=O)c2ccccc2)c(-c2ccc(Cl)cc2Cl)c1C(=O)NCCc1c[nH]c2ccccc12

Complete entries from above. Order of screens: GLS inhibitor | PI4K2A inh
Profile of `CCOC(=O)[C@]12CCC=C1N(CCC1=CCCCC1)C(=O)[C@H](CC(=O)NCCc1ccccc1OC)C2` → 14% | 5
Profile of `CCCc1nc2c3ccccc3ccn2c1Cc1ccccc1` → 11% | -3
Profile of `CC(=O)Nc1cc(-c2ccccc2N(C)C)cn2c(-c3ccccc3)cnc12` → -8% | -8
Profile of `COc1ccccc1Cc1c(-c2ccc(Cl)cc2)nc2c3ccccc3ccn12` → -12% | 2

Look-ups from the list.
COC(=O)c1ccc(CC2(C)C(=O)Nc3ccc(-c4cccc(C(F)(F)F)c4)cc32)o1 (stereo not drawn) | PI4K2A inh = -1
O=C(NCc1ccccc1)[C@@H]1CCCN1C(=O)[C@@H]1CCCN1C(=O)c1ccc(Cl)cc1Cl | GLS inhibitor = 7%
COc1cccc(Nc2nc(C(N)C3CCCCC3)cs2)n1 (stereo not drawn) | GLS inhibitor = 3%
CNc1cccc(-c2cc(OC)ccc2OC)n1 | PI4K2A inh = -2
OC(c1ccc(Cl)c(Cl)c1)c1ncc(-c2ccc(Cl)cc2)[nH]1 (stereo not drawn) | PI4K2A inh = 4

These rows are one share of the data, so the mix of outcomes need not match the whole.
